FLuc modulator – inhibits or activates purified firefly luciferase, miR-21 counter-screen; purified FLuc, Km substrates, luminescence inhibition; AID 588342; hit rate 6.9% among 360,000; Potency, µM (series often up to 57.5 µM), inactives show at the top dose activity change, negative = inhibition, usual class: inhibitors; P08659;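 further: plate controls were vehicle for no effect and reference inhibitor for full effect; nearly all actives have a fitted effect of over 55% in size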
Target sequence (P08659 whole entry, looked up): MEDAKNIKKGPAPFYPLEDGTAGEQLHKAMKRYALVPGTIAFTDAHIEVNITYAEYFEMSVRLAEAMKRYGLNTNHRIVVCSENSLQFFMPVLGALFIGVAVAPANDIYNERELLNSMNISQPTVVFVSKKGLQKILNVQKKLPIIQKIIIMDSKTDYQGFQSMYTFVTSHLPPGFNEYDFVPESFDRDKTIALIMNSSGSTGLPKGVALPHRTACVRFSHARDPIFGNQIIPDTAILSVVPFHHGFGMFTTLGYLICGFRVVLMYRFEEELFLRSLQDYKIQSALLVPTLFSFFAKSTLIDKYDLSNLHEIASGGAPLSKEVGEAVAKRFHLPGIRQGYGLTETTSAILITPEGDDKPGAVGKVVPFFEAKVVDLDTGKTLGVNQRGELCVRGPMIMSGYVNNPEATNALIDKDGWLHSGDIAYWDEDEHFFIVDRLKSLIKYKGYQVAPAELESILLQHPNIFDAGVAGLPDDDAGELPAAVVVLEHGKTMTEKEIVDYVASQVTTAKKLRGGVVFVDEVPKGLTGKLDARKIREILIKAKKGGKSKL
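Purified P. pyralis luciferase, 10 nM final, with Km-level 10 uM D-luciferin and 10 uM ATP in 50 mM Tris acetate pH 7.5, 10 mM Mg acetate, 0.01% Tween-20, 0.05% BSA; 6-point qHTS titration about 60 µM downward; luminescence read.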
p53 reactivator – mutant p53 re-activation in reporter cells; hit rate 0.063% among 320,000; H1299 p53-A138V BP100-luciferase reporter, luminescence, 24 h; Potency, µM (doses to about 92.2 µM), without a hit: top-dose activity change, positive = activation, usual class: activators; further: % of control where 0% means no effect; nearly all actives have a fitted effect of over 45% in size
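H1299 (p53-null), stable ts p53-A138V + BP100-Luc; 1000 cells/well, Opti-MEM/10% FBS; cpd 4 pt, 1:5; 24 h, 37 deg C, 5% CO2; detection reagent 10 min RT; luminescence.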
RORgamma inh – inhibitors of mouse ROR gamma transcriptional activity. Drosophila S2 Gal4-RORgamma UAS-luciferase reporter, 20 h. Potency, µM (series often up to 53.6 µM), inactives show at the highest dose activity change, negative = inhibition, usual class: inhibitors. hit rate 5.4% among 310,000; further: on the % scale 0 is the no-effect control and ±100 the full control effect; nearly all actives have a fitted effect of over 60% in size
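A Gal4/UAS one-hybrid system in insect cells: metallothionein-promoter Gal4–ROR gamma fusion plus Photinus luciferase reporter. Copper sulfate 700 uM final, 20 hr ambient incubation, luminescent detection after 10 min with reagent.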
MLL CXXC-DNA inh – MLL CXXC-DNA interaction inhibition; Potency, µM (series often up to 115 µM), without a hit: top-dose activity change, negative = inhibition, actives largely listed as inhibitors; Q03164; MLL-CXXC / FITC-HOXA9 DNA fluorescence polarization; hit rate 0.037% among 290,000; active means well fitted inhibition curve with a large enough effect in the polarisation, with a control signal flat, not every such curve was filed as active; inconclusive means small, poorly fitted or top-dose-only effect, or effect the other way, or a change in a side signal; inactive means no such curve, though single readings can be large or run the other way; the % refers to the polarisation
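Fluorescence polarization: 7 uM MLL-CXXC (stock) preincubated 5 min with compounds, then 50 nM fluorescein-HOX-A9 DNA (stock) added; 30 min ambient. Buffer 50 mM Tris-HCl pH 7.5, 50 mM NaCl, 1 mM DTT, 0.05% BSA.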
BRCA1 expr up – increases BRCA1 expression | hit rate 1.1% among 380,000 | MCF7-BRCA1-FFLuc reporter, luminescence, 48 h; response scale: scaled: vehicle 0%, 10 µM genistein 100% | Potency, µM (doses to about 46.1 µM), for the others: at the highest dose activation, actives largely listed as activators | AID 624202; further: nearly all actives have a fitted effect of over 80% in size; some results filed as inactive show a strong effect at the top dose
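48 h compound treatment of MCF7-BRCA1-FFLuc cells (phenol-red free MEM, 37 °C), then 15 min with luciferase substrate and luminescence imaging.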
uPA surface inh – blocks generation of uPA at the cell surface; cell surface uPA generation assay, qHTS; Potency, µM (titrated, usually from 38.3 µM), inactives show at the highest dose activity change, negative = inhibition, actives largely listed as inhibitors; hit rate 0.31% among 330,000; AID 540303; active means well fitted inhibition curve with a large enough effect; inconclusive means small, poorly fitted or top-dose-only effect; inactive means no such curve, though single readings can be large or run the other way; tested in mouse RAW 264.7 cells; further: on the % scale 0 is the no-effect control and ±100 the full control effect; nearly all actives have a fitted effect of over 55% in size
ELG1 genotox – inducers of genotoxicity in HEK293T ELG1-luciferase cells; HEK293T ELG1-luciferase reporter, luminescence, 16 h; Potency, µM (doses to about 46 µM), without a hit: at the highest dose activity change, positive = activation, most hits filed as activators; hit rate 1.3% among 330,000; AID 504466; further: % of control where 0% means no effect; nearly all actives have a fitted effect of over 60% in size
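Genotoxicity was scored as increased ELG1-luciferase reporter signal, measured by ONE-Glo luminescence (30 min, room temperature). Compound or vehicle exposure of the HEK293T reporter cells lasted 16 hr at 37°C.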
NPC1 promoter act – activates the NPC1 promoter. Huh7 NPC1 promoter luciferase reporter, 24 h. Potency, µM (series often up to 9.22 µM), without a hit: at the highest dose activation, actives largely listed as activators. hit rate 2.4% among 320,000. AID 485313;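 further: % of control where 0% means no effect; nearly all actives have a fitted effect of over 60% in size; reporter is driven by a mutant NPC1 promoter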
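Stably transfected Huh7 (NPC1 promoter→luciferase), 1500 cells/well in Opti-MEM + 10% FBS, 2 h settle, then compound 24 h at 37 °C. Luminescence after 10 min with Amplite reagent.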
MBNL1-CUG inh – MBNL1-poly(CUG) RNA binding inhibition; AID 2675; Potency, µM (highest dose often 57.5 µM), for the others: at the top dose activity change, negative = inhibition, actives largely listed as inhibitors; Q9NR56; TR-FRET MBNL1-His/biotin-(CUG)12 binding, 665/545 ratio; hit rate 0.036% among 280,000; active means well fitted inhibition curve with a large enough effect in the signal ratio, with a control signal flat, not every such curve was filed as active; inconclusive means small, poorly fitted or top-dose-only effect, or effect the other way, or a change in a side signal; inactive means no such curve, though single readings can be large or run the other way; the % refers to the signal ratio; further: on the % scale 0 is the no-effect control and ±100 the full control effect
Target sequence (Q9NR56 whole entry, looked up): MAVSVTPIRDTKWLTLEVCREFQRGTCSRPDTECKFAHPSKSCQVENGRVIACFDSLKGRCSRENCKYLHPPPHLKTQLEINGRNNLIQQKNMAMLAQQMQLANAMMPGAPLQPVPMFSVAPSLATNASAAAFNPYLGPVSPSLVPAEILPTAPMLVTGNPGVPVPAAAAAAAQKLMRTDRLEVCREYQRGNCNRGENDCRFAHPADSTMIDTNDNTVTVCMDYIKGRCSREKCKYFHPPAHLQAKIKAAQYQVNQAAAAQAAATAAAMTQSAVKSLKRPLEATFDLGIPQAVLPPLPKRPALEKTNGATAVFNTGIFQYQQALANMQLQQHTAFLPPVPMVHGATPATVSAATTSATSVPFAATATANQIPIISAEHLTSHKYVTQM
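Ratiometric TR-FRET (665 over 545 nm, excitation 340 nm) tracks disruption of MBNL1-His/biotin-(CUG)12 complex after 60 min at room temperature, with compounds at 92 nM to 58 uM final.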
VP16 counter – inhibits Gal4-VP16 luciferase reporter, ROR gamma counter-screen | Drosophila S2 Gal4-VP16 UAS-luciferase, luminescence, 20 h | hit rate 3.5% among 310,000 | Potency, µM (series often up to 53.6 µM), for the others: top-dose activity, negative = inhibition, most hits filed as inhibitors;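 further: Gal4-VP16 expression switched on by copper sulfate through the metallothionein promoter; on the % scale 0 is the no-effect control and ±100 the full control effect; nearly all actives have a fitted effect of over 50% in size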
Rab9 prom act – activators of Rab9 promoter; hit rate 2.8% among 320,000; Potency, µM (series often up to 9.22 µM), without a hit: top-dose activation, negative = inhibition, usual class: activators; AID 485297; Huh7 Rab9 promoter-luciferase reporter, luminescence, 24 h; further: % of control where 0% means no effect; nearly all actives have a fitted effect of over 60% in size
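Measured in stably transfected Huh7 cells bearing a Rab9 promoter–luciferase construct: 24 h compound treatment at 37 °C, followed by luminescence detection.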
* = called active by the depositor; ? = inconclusive; / = no result given; [ ] = another dose, or the depositor's remark. Unless noted, the call rests on the fitted dose curve; in most records, active means well fitted curve in the direction sought with a large enough effect; inconclusive means small, poorly fitted or top-dose-only effect, or another doubt; inactive means no such curve, though single readings can be large; an effect the other way counts as inactive or inconclusive. Potency means the concentration at half of the fitted maximal effect. The list is partial (hit frequency here may not be typical).

SMILES	FLuc modulator	p53 reactivator	RORgamma inh	MLL CXXC-DNA inh	BRCA1 expr up	uPA surface inh	ELG1 genotox	NPC1 promoter act	MBNL1-CUG inh	VP16 counter	Rab9 prom act
COc1ccc([N+](=O)[O-])cc1C(=O)NCCOc1ccc(Cl)cc1	-10%	0%	?	-22%	17%	14%	-1%	?	?	2%	-4%
CCOC(=O)c1c(C)[nH]c(C)c1S(=O)(=O)NCCc1ccc(SC)cc1	1%	-10%	15%	?	-5%	-14%	0%	5%	-2%	3%	2%
CNC(=S)N1N=C(c2ccc(OC)cc2)CC1c1ccc(Cl)cc1Cl (configuration not stated)	1%	0%	-8%	-6%	-41%	5%	-4%	6%	25%	-5%	6%
O=C(CCc1ccc(Oc2cc([N+](=O)[O-])cc([N+](=O)[O-])c2)cc1)N1CCCCCC1	1%	-4%	-33%	2%	-36%	-4%	0%	2%	?	?	17%
CCN(CC)S(=O)(=O)c1ccc(Cl)c(NC(=O)COC(=O)c2cc(-c3ccccc3Cl)nc3ccccc23)c1	2%	-6%	5%	15%	-23%	0%	-4%	0%	8%	-8%	2%
COc1c(C=O)cc2c3c1CCCN3CCC2	-8%	26%	-29%[1.91 µM]	3%	-6%	2%	-7%	-5%	11%	-13%	4%
C=CCOc1ccc(CN(C)CC(=O)Nc2ccccc2[N+](=O)[O-])cc1	-13%	2%	17%	-2%	2%	6%	-6%	-4%	21%	-14%	0%
Cc1cccc(S(=O)(=O)Nc2nc3ccccc3nc2NCc2ccc3c(c2)OCO3)c1	1%	5%	29%	2%	-29%	0%	0%	0%	/	1%	-2%
CCn1c(SCC(=O)N2CCc3ccccc3C2)nc2sc(C)c(C)c2c1=O	0%	8%	?	6%	-11%	4%	-5%	-1%	-8%	-4%	3%
Cc1cc(NC(=O)COC(=O)COc2ccc3c4c(c(=O)oc3c2)CCC4)no1	-14%	0%	-3%	-7%	6%	3%	-1%	-5%	1%	-2%	-1%
CCC(=O)Nc1cccc(NC(=O)CSc2nnc(C(C)C)n2CC)c1	-2%	-1%	-13%	1%	-5%	2%	1%	-3%	-10%	0%	10%
O=c1nc(-c2ccccc2)n(-c2ccc(Cl)cc2)[nH]1	3%	0%	3%[10 µM]	6%	-14%	1%	-1%	-3%	/	1%	-7%
COCCCn1c(SCCc2ccccc2)nc2cc(OC)c(OC)cc2c1=N	-5%	-7%	4%	6%	-62%	?	-2%	1%	-4%	9%	9%
O=C(O)CN1C(=O)/C(=C/c2ccccc2Cl)Oc2ccccc21	?	-6%	4%	1%	-18%	-16%	-3%	-4%	12%	-7%	-1%
O=C1CCCC2=C1C1(CCCCC1)N=C(Nc1nc3ccccc3o1)N2	2%	3%	12%	0%	-74%	-3%	1%	-5%	4%	-5%	-11%
CC(C(=O)NCc1ccc2c(c1)OCO2)N(c1ccccc1)S(C)(=O)=O (configuration not stated)	1%	-3%	10%	-7%	5%	3%	-4%	-1%	-7%	-8%	4%
CC(=O)c1c(C)c2c(n1CCN(C)C)CCCC2	1%	4%	-18%	-10%	-23%	6%	-5%	1%	1%	-1%	-2%
COc1ccccc1-c1ocnc1C(=O)N1CCN(C(=O)C(c2ccccc2)c2ccccc2)CC1	2%	-11%	18%	10%	-26%	2%	-7%	-3%	-1%	9%	-4%
Cc1ccc(C(=O)COC(=O)CNC(=O)Cc2ccccc2)cc1[N+](=O)[O-]	-5%	-1%	11%	-13%	8%	0%	3%	-2%	15%	-5%	5%
O=C(NNC(=O)c1ccc2c(c1)OCO2)NC12CC3CC(CC(C3)C1)C2	-13%	-10%	8%	9%	10%	5%	3%	11%	?	-8%	2%
O=C(O)C1=CC(=C(c2ccc(O)c(C(=O)O)c2)c2ccc(O)c(C(=O)O)c2)C=CC1=O	?	-5%	2%	10µM*	0%	/	-15%	5%[46.1 µM]	/	6%	7%[46.1 µM]
CCN1CCCc2cc(CN(CCN3CCOCC3)C(=S)Nc3cccc(OC)c3)ccc21	-2%	5%	7.1µM*	8%	-13%	-7%	-2%	-6%	-3%	-3%[10 µM]	-13%
CC(C)Cn1nc(C(=O)N2CCc3ccccc32)c2ccccc2c1=O	2%	-18%	/	/	-38%	6%	-7%	-2%	/	/	1%
CCC1SC2=NC(C)=C(C(=O)OC)C(c3cccs3)N2C1=O (configuration not stated)	4%	4%	-17%	-1%	12%	0%	0%	2%	?	1%	-4%
CC1=C/C(=C\C=C(C#N)C#N)N(C)c2ccccc21	7%	-3%	-31%	79%[activator]	18%	-8%	0%	-8%	?	-7%	2%
COc1ccc(C(=O)C2C(c3ccc(-c4ccccc4[N+](=O)[O-])o3)NC(=O)NC2(O)C(F)(F)F)cc1 (configuration not stated)	3%	-7%	23%	4%	-48%	3%	-2%	0%	9%	-7%	3%
NC(=O)c1ccccc1N/C=C1\CCCCC1=O	-10%	1%	-20%	-4%	-16%	11%	10%	5%	?	-5%	-3%
COC(=O)c1cccc(NS(C)(=O)=O)c1C	-3%	-2%	0%	0%	-4%	/	-3%	-3%	-19%	2%	-6%
C#CCNc1c2c(nc3ncnn13)CC(C)CC2 (configuration not stated)	-2%	-1%	?	-3%	-1%	-1%	3%	-2%	-11%	2%	2%
Cc1ccc(NC(=O)COC(=O)CCC(=O)c2cccs2)cc1C	-6%	2%	8%	-2%	-4%	6%	1%	-6%	-7%	4%	1%
c1ccc(-c2cn(-c3ccccc3)c3[n+]2CCS3)cc1	-4%	2%	28%	3%	-3%	-3%	-5%	-22%	/	-15%	-16%
Cc1ccc(C(=O)CCC(=O)Nc2cccnc2)cc1C	0%	0%	-2%	7%	0%	2%	15%	-1%	76%[activator]	-10%[0.365 µM]	-2%
Cc1cccc(-n2nc(C)c3c2NC2=C(C(=O)CCC2)C3c2ccccn2)c1 (configuration not stated)	5%	-2%	6%	3%	-2%	2%	-5%	-3%	0%	-8%	-2%
CC(NC(=O)CCN1C(=O)c2ccccc2C1=O)c1ccccc1 (configuration not stated)	-2%	?	0%	-1%	-15%	19%	4%	-2%	9%	1%	1%
COc1cc(OC)c(NC(=O)Nc2ccc(OC)c(OC)c2)cc1Cl	?	-6%	6%	3%	-9%	-10%	12%	2%	-5%	-6%	-4%
NC(=O)c1c(N)sc(=S)n1-c1ccccc1	2%	-7%	10%	0%	-1%	2%	0%	-1%	?	2%	0%
COc1ccc(Cl)cc1N1C(=NC(=O)C2CCCO2)SC2CS(=O)(=O)CC21 (configuration not stated)	0%	4%	22%	-4%	-12%	-1%	1%	0%	0%	13%	-2%
Cc1ccc(S(=O)(=O)c2n[nH]n3c2nc(=O)c2ccccc23)cc1	-6%	0%	-1%	-11%	-11%	7%	-3%	1%	-28%	2%	0%
O=c1[nH]c(CN2CCN(c3ccccc3O)CC2)nc2scc(-c3ccccc3Cl)c12	0%	-1%	-6%	4%	-35%	3%	-11%	-2%	-2%	1%	-3%
Cc1ccc(C)c(NC2=C(Cl)C(=O)OC2OC(C)C)c1 (configuration not stated)	3%	-8%	3%	2%	-9%	3%	1%	-1%	-1%	6%	6%
Cc1ccc(CCC(=O)Nc2ccc(S(N)(=O)=O)cc2)o1	-2%	-13%	1%	-8%	-3%	4%	-8%	4%	7%	-5%	-3%
O=c1ccc(N=Nc2ccccc2)ccc1O	?	?	?	3%	-47%	-4%	?	12%	?	3.5µM*	14%
O=C(Cc1ccc(Cl)cc1)NNC(=O)c1ccco1	1%	18%	18%	7%	-5%	-2%	1%	2%	-3%	7%	25%

Of the compounds above, these have a COOH group.
SMILES	FLuc modulator	p53 reactivator	RORgamma inh	MLL CXXC-DNA inh	BRCA1 expr up	uPA surface inh	ELG1 genotox	NPC1 promoter act	MBNL1-CUG inh	VP16 counter	Rab9 prom act
O=C(O)CN1C(=O)/C(=C/c2ccccc2Cl)Oc2ccccc21	?	-6%	4%	1%	-18%	-16%	-3%	-4%	12%	-7%	-1%
O=C(O)C1=CC(=C(c2ccc(O)c(C(=O)O)c2)c2ccc(O)c(C(=O)O)c2)C=CC1=O	?	-5%	2%	10µM*	0%	/	-15%	5%[46.1 µM]	/	6%	7%[46.1 µM]
